Screens deposited in PubChem by National Center for Advancing Translational Sciences (NCATS).
EPAC1 agonist = EPAC1 (human) agonism. Potency, µM (highest dose often 154 µM), without a hit: at the highest dose activation, most hits filed as activators. O95398. EPAC1 agonist qHTS, biochemical assay; response scale: 100% = response to 6.5 mM cAMP. AID 720707. actives 0.073% (n = 360,000); note: potency is the fitted concentration of half-maximal effect; nearly all actives have a fitted effect of over 60% in size
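Compounds were pinned as a concentration titration into mixtures of EPAC1 (100 nM), BODIPY-GDP-loaded Rap1B (250 nM) and GDP (50 uM). After 5 min at room temperature, fluorescence was followed for 30 min; activity was scaled to 6.5 mM cAMP.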
IL-2 act = activators of IL-2; IL-2 activation reporter assay, cell-based qHTS; stimulated with anti-CD3/CD4/CD28 beads; in transgenic mouse T cells; activation, % (series mostly up to about 46 µM); actives 0.065% (n = 360,000); AID 652025; in the data active = activation above about 50%; inconclusive = mostly about 30% to 49%; note: 0% is about no effect
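EGFP and DsRed fluorescence is measured by plate cytometry in unstimulated transgenic mouse T cells exposed to compound for 60 minutes, then stimulated 18 hours at 37 degrees C with anti-CD3/anti-CD4 beads plus anti-CD28.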
FUS yeast rescue = FUS proteinopathy suppression in yeast; Potency, µM (titrated, usually from 76.6 µM), for inactives: top-dose growth rescue (activation), most hits filed as activators; AID 1347120; S. cerevisiae FUS-expressing, growth rescue, OD600, 24 h; actives 0.24% (n = 390,000);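 note: potency is the fitted concentration of half-maximal effect; plate controls were DMSO vehicle for no effect and reference control for full effect; nearly all actives have a fitted effect of over 55% in size; some results filed as inactive show a strong effect at the top dose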
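FUS-expressing yeast, raffinose-pregrown, induced in 2% galactose minimal medium at OD 0.005; compounds in a dilution series, 24hr at 30C. Growth restoration read as absorbance at 600 nm. CP55940 positive control, DMSO negative.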
Abeta yeast res = restores growth of yeast expressing A-beta42 peptide | AID 1347071 | Potency, µM (titrated, usually from 46.1 µM), inactives show at the highest dose growth rescue, most hits filed as activators | yeast expressing A-beta42, growth rescue, OD600, 48 h; response scale: 0% DMSO, 100% iron-clioquinol control | actives 0.063% (n = 410,000); note: potency is the fitted concentration of half-maximal effect; nearly all actives have a fitted effect of over 55% in size
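Yeast A-beta toxicity model in growth medium with pinned compounds, 48 h at 30 C; growth read as absorbance at 600 nm. Normalized to FeCl3/clioquinol equimolar mix (positive) and DMSO (negative).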
PI5P4Ka inh = PI5P4K alpha (human) kinase inhibition | AID 652105 | PI5P4Kalpha enzyme, ADP-Glo luminescence, 60 min; active compounds read low | actives 1.2% (n = 330,000) | max response, % | P48426; active = max response of -50% or lower; inconclusive = between -30% and -50%; inactive = -30% or higher; note: value at the top dose of about 77 µM; % is set by controls: 0 for no effect and ±100 for the full control effect
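Quantitative HTS of the MLSMR library against PI5P4Kalpha with substrate. ATP added last at 5 microM final; room temperature, 60 minutes. Remaining ATP depleted, ADP converted and read as luminescence.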
PLK1 PBD inh = blocks phosphopeptide binding to human PLK1 polo-box domain | Potency, µM, for the others: max response, negative = inhibition, most hits filed as inhibitors | Plk1 PBD binding of FITC phosphopeptide, fluorescence polarization | actives 2.8% (n = 360,000) | P53350; note: potency is the fitted concentration of half-maximal effect; series mostly up to about 57 µM; % is set by controls: 0 for no effect and ±100 for the full control effect; nearly all actives have a fitted effect of over 65% in size
EPAC1 antagonist = EPAC1 (human) antagonism | Potency, µM (titrated, usually from 115 µM), without a hit: at the highest dose activity change, negative = inhibition, actives largely listed as inhibitors | O95398 | EPAC1 GEF assay, Rap1b-BODIPY-GDP exchange fluorescence | actives 0.14% (n = 360,000) | AID 720709;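 note: potency is the fitted concentration of half-maximal effect; plate controls were vehicle for no effect and positive control for full effect; nearly all actives have a fitted effect of over 50% in size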
WRN inhibitor = WRN helicase (human) inhibition. WRN helicase unwinding, fluorescent forked duplex, kinetic. actives 0.46% (n = 360,000). Potency, µM (titrated, usually from 114 µM), for the others: at the highest dose activity change, negative = inhibition, most hits filed as inhibitors. AID 651768. Q14191; note: potency is the fitted concentration of half-maximal effect; % is set by controls: 0 for no effect and ±100 for the full control effect; nearly all actives have a fitted effect of over 55% in size
Target sequence (Q14191 whole entry, looked up): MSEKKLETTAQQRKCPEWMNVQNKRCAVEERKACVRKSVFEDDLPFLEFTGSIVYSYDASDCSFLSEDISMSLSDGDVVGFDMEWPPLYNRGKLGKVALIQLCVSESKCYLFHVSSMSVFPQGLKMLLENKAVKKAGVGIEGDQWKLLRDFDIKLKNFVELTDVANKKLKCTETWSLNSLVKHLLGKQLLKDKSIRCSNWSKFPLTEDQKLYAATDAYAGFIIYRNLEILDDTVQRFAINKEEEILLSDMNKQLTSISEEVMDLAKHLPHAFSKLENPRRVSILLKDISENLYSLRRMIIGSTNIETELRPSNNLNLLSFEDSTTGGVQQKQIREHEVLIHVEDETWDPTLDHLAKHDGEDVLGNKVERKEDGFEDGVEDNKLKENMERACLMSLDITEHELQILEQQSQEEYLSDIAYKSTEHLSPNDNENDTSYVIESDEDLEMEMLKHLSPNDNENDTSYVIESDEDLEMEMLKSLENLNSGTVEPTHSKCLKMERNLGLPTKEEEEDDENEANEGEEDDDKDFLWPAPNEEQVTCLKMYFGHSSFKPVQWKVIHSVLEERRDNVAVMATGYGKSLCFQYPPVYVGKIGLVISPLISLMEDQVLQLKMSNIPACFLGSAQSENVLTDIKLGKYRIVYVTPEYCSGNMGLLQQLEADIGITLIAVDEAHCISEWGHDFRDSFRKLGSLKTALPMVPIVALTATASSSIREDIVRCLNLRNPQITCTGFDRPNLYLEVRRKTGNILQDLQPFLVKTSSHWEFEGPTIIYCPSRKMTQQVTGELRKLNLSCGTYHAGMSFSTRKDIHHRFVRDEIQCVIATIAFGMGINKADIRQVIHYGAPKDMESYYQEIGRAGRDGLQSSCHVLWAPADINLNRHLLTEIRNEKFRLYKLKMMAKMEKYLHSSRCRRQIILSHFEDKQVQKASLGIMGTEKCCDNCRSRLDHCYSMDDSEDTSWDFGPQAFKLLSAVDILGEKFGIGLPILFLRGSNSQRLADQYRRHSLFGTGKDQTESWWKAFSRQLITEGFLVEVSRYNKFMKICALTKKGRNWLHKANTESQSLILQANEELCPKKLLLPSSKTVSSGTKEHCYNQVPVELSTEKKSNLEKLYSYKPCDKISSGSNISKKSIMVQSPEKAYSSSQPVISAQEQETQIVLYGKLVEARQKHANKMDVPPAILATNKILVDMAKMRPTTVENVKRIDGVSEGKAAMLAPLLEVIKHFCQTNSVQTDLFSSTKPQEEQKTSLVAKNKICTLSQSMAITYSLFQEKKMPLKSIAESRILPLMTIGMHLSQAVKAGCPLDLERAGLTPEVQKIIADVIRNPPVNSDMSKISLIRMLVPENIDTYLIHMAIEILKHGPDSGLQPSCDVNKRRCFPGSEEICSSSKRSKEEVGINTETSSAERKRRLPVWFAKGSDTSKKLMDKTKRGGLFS
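Kinetic red-fluorescence monitoring (525/598 nm) tracks WRN helicase activity after 100 nM fluorophore-quencher forked duplex and 2 mM ATP are added to 20 nM enzyme pretreated 15 min at room temperature with compound.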
* marks the source's active call; other numbers are inactive results; ? = inconclusive; · = no result given; & = joins results of further samples; [ ] = remark or other dose. Unless noted, calls come from the whole dose curve; as a rule, active = well fitted curve in the direction sought with a large enough effect; inconclusive = small, poorly fitted or top-dose-only effect, or another doubt; inactive = no such curve, though single readings can be large; an effect the other way counts as inactive or inconclusive.

Below each SMILES: WRN inhibitor	Abeta yeast res	IL-2 act	EPAC1 agonist	PLK1 PBD inh	PI5P4Ka inh	EPAC1 antagonist	FUS yeast rescue
COc1ccc(Nc2nc(C)cc(C)n2)cc1Cl
→ -2.5%	12.3%	3.5	-1.0%	-0.2%	-1.4	-4.7%	26.8%
Cc1ccc(S(=O)(=O)Nc2cccc(C(=O)NCCN3CCOCC3)c2)cc1F
→ 2.8%	8.4%	-0.5	4.5%	-15.1%	5.6	11.8%	2.4%
CCOC(=O)N1CCN(C2OC(=O)c3ccccc32)CC1 (centres undefined)
→ -2.1%	3.2%	1.9	5.5%	-2.6%	-2.6	-12.2%	17.4%
Cc1cc(C)n2cc(CSc3nc4ccccc4[nH]3)nc2n1
→ -7.8%	4.8%	-0.1	0.1%	?	2.1	-1.7%	·
CN(Cc1nc2ccccc2n1C)S(=O)(=O)c1ccc(Cl)cc1
→ 5.7%	-5.3%	-1.9	-7.9%	13.4µM*	-26.9	1.0%	16.7%
O=S(=O)(Cc1cc(NCc2ccccc2)nc(-c2ccncc2)n1)c1ccccc1
→ 2.7%	-8.4%	1.2	8.1%	-6.5%	-2.2	-14.8%	-1.5%
COc1ccc(CN(CCC(c2ccco2)C(C)C)C(C)=O)cc1OC (centres undefined)
→ -4.0%	1.2%	0.0	0.5%	0.7%	-2.4	2.0%	41.3%
COC(=O)CSc1nnc(CNC(=O)c2ccco2)n1-c1ccc(F)cc1
→ 7.7%	4.4%	0.3	-3.0%	-1.4%	·	3.1%	11.2%
COc1ccccc1-c1cc(-c2ccccc2)nc(SCC(=O)O)c1C#N
→ -2.4%	-0.4%	-0.9	4.0%	-14.2%	3.5	-3.3%	5.2%
Cc1ccc(-c2ccc(S(=O)(=O)NCc3ccco3)cc2)cc1
→ -3.3%	2.3%	0.2	-1.1%	2.3%	2.0	0.3%	-4.3%
O=C(NC(=S)Nc1ccc(CN2CCOCC2)cc1)c1ccco1
→ 3.0%	-8.2%	-1.3	-3.3%	-12.0%	0.0	3.8%	-5.5%
O=C(Nc1cccc(NC(=O)c2ccco2)c1)c1ccc([N+](=O)[O-])cc1
→ -6.2%	1.3%	-0.1	-14.7%	3.0%	-6.9	26.3%	-7.1%
CC(C)OC(=O)C1=C(N)N2C(=O)CSC2=C(C(=O)OC(C)C)C1
→ -5.7%	13.1%	-1.0	-1.9%	8.4%	-10.2	9.0%	20.2%
O=C(Nc1ccn(CCCNCC2CCCCC2)c(=O)n1)OCc1ccccc1
→ 2.2%	-2.6%	-2.8	-7.5%	-10.0%	-5.6	-13.5%	-0.3%
COc1ccc(OCCCCn2c(CO)nc3ccccc32)cc1
→ -2.1%	0.6%	-1.6	0.9%	-7.5%	2.7	-8.7%	4.6%
CC1(Cc2cc(Cl)ccc2C(F)(F)F)C(=O)Nc2ccc(S(=O)(=O)NC3CCCCC3)cc21 (centres undefined)
→ -6.9%	12.7%	0.0	-18.3%	-15.3%	-20.7	?	?
O=C(N=C1SCC(=O)N1c1ccccc1)c1ccco1
→ -5.4%	4.5%	-0.3	3.2%	-1.2%	2.2	-6.1%	16.2%
O=C(CSc1nc2c(oc3ccccc32)c(=O)n1CC1CCCO1)NCc1ccc(F)cc1 (centres undefined)
→ -5.6%	11.5%	1.4	-35.6%[inhibitor]	-11.9%	1.1	-5.3%	2.7%
CCCOc1ccc(/C(O)=C2/C(=O)C(=O)N(c3cc(C)on3)C2c2ccc(C(=O)OC)cc2)cc1 (centres undefined)
→ -1.6%	-29.4%	-0.4	2.0%	?	1.4	6.1%	8.7%
CC1=Nc2ccc(C)cc2/C1=C/c1c(N)n2c(S(=O)(=O)C(C)C)nsc2nc1=O
→ ?	-14.1%	-6.3	-21.6%	?	-85.3*	50.1µM*	·

Quoted from the listing.
In Abeta yeast res, Cc1cc(C)n2cc(CSc3nc4ccccc4[nH]3)nc2n1 has 4.8%
In FUS yeast rescue, CN(Cc1nc2ccccc2n1C)S(=O)(=O)c1ccc(Cl)cc1 has 16.7%

(list continues)
Below each SMILES: WRN inhibitor	Abeta yeast res	IL-2 act	EPAC1 agonist	PLK1 PBD inh	PI5P4Ka inh	EPAC1 antagonist	FUS yeast rescue
Cc1ccsc1C(=O)N1CCC(CO)(Cc2ccccc2)CC1
→ 3.8%	16.6%	-2.1	-1.4%	-11.0%	-0.2	15.8%	9.5%
CCCC(=O)N1CCN(c2nc3ccccc3s2)CC1
→ -0.2%	·	0.0	2.0%	-9.8%	6.8	-6.5%	-17.9%
COc1ccc(NC(=O)N2CCC(n3cnc4ccccc43)CC2)cc1
→ -4.5%	-8.1%	0.3	14.1%	-7.0%	-4.5	15.9%	-26.4%
COc1ccc(C(=O)c2nc3c(n2O)CCCC3)cc1OC
→ -6.8%	7.6%[9.22 µM]	-1.8	0.3%	1.7%	6.8	2.9%	-31.0%
C=CCn1c(=S)sc2c(=O)[nH]c(C)nc21
→ 0.1%	-16.3%	-0.1	2.4%	-2.1%	0.9	-7.9%	-5.3%
CCOC(=O)CNC(=O)CSc1nnc(-c2cccc(OC)c2)n1CC
→ 1.7%	-4.6%	-0.4	0.6%	-7.5%	-2.8	-11.4%	-10.3%
Cc1cc(C(=O)CSc2nnc(-c3cccc(F)c3)n2N)c(C)n1Cc1ccc2c(c1)OCO2
→ -21.8%	-0.6%	-0.7	17.1%	-8.9%	·	-5.6%	?
CCNc1nc(NCC)n2c(SCC(=O)Nc3ccc(Br)cc3F)nnc2n1
→ ?	-8.5%	0.1	2.7%	13.4µM*	-21.0	-3.5%	35.5%
CC(C)CN(CC(C)C)S(=O)(=O)N1CCC(C(=O)NCc2ccccn2)CC1
→ 1.4%	13.7%	-2.6	-6.4%	-3.4%	·	3.6%	15.7%
Cn1nccc1CNC(=O)c1c(Cl)cnn1C
→ -4.4%	2.8%	1.0	0.2%	-8.8%	2.2	-0.7%	·
CCc1cc(=O)[nH]c(-n2[nH]c(-c3ccccc3)cc2=O)n1
→ -4.7%	-34.6%	-0.8	-16.3%	-8.1%	-3.2	-14.0%	27.3%
CC(=O)N1c2ccc(S(=O)(=O)N3CCC(C(=O)Nc4cccc(C)c4C)CC3)cc2CC1C (centres undefined)
→ -2.0%	6.7%	-2.6	-5.5%	23.8µM*	-14.4	-1.3%	-0.7%
CC1(C)C(C=C(Cl)Cl)C1C(=O)N1CCN(c2ccccc2)CC1 (centres undefined)
→ -2.6%	-20.3%	-0.3	1.6%	-1.6%	·	-4.2%	31.9%
C/C=C/C=N/NC(=O)CN(c1ccc(Br)cc1)S(=O)(=O)c1ccccc1
→ -3.0%	10.3%	0.6	4.3%	-13.8%	-3.5	-5.2%	·
O=C(NNS(=O)(=O)c1ccccc1Cl)C1COc2ccccc2O1 (centres undefined)
→ -21.6%	-14.4%	-3.8	-4.4%	18.9µM*	2.1	-4.6%	·
Cc1cccc(C)c1OCc1cc(C(=O)N2CCN(c3ccccn3)CC2)no1
→ -8.5%	10.5%	-1.6	0.2%	-10.3%	-5.4	5.3%	9.3%
CC(=O)Nc1ccc(N=C(C2=C(O)c3ccccc3C2=O)c2ccccc2)cc1
→ -1.3%	-19.6%	0.2	-11.2%	?	-11.8	-0.6%	2.2%
CCOC(=O)N(C)C[C@@H]1OCc2cnnn2CCCC(=O)N([C@@H](C)CO)C[C@@H]1C
→ 10.4%	3.2%	-2.7	-4.5%	-7.0%	-1.5	17.2%	-21.5%
COc1cccc(-c2nn(C)c3sc(C(=O)N4CCN(c5ccccc5)CC4)cc23)c1
→ -1.5%	8.2%	-4.2	14.2%	-10.1%	7.1	-18.2%	?
Cc1ccccc1Cn1nnc(-c2ccc(C(=O)O)cc2)n1
→ 7.2%[57.1 µM]	-3.0%	0.0	6.6%	-8.7%	-23.3	-9.6%	-11.2%
O=C(CN1CCN(C(=O)c2ccco2)CC1)Nc1ccc2c(c1)OCCO2
→ 1.8%	-11.2%	-2.0	5.3%	-8.3%	-1.7	-8.1%	7.4%
COc1ccc(Cn2ccnc2SCC(=O)Nc2nnc(C)s2)cc1
→ 0.6%	-10.2%&-4.3%	-0.9	13.1%	-7.2%	0.3	-27.9%	3.1%&19.0%
Cc1ccc(S(=O)(=O)N(C)C)cc1NC(=O)COC(=O)Cc1ccsc1
→ 4.3%	-2.4%	-1.9	1.1%	-4.5%	-1.1	0.8%	9.0%
COC(=O)[C@@H]1C[C@H]2CC[C@H](O)C[C@H]2N1Cc1ccc(C(F)(F)F)cc1
→ -0.4%	5.5%	-0.4	-19.2%	3.1%	-2.4	6.4%	-26.2%
c1ccc(C[n+]2ccc3ccccc3c2)cc1
→ -1.8%	-9.8%	-3.9	9.3%	-3.0%	1.2	-9.5%	17.4%
CCOC(=O)C(C)N1C(=O)S/C(=C/c2cc(C)n(-c3ccccn3)c2C)C1=O (centres undefined)
→ -7.2%[57.1 µM]	-29.6%	-2.6	4.9%	?	-2.4	12.9%	35.4%
Cc1sc2ncnc(SCc3ccc(C(=O)O)cc3)c2c1C
→ 6.8%	-4.4%	-0.7	-16.0%	?	5.0	10.1%	-9.8%
CCOC(=O)C1CCCN(C(=O)c2cc(Cl)ccc2NC(=O)C2=C(C)OCCS2)C1 (centres undefined)
→ 6.5%	1.4%	-3.2	-0.3%	-19.0%	2.7	-5.6%	4.6%
COc1cc(/C=C/C(=O)NCCc2ccc(S(N)(=O)=O)cc2)ccc1OCC#N
→ -9.6%	-14.1%	-3.0	6.9%	4.1%	-8.2	5.2%	-3.9%
Cc1ccc(C(=O)NCc2ccco2)c(C)c1
→ -19.0%	4.0%	0.9	1.3%	-2.4%	2.3	-4.5%	3.1%
Cc1ccc(OC(=O)c2cc(C)nn2C(C)(C)C)cc1
→ 3.3%	-8.0%	0.1	-4.9%	3.8%	8.7	-2.7%	-20.7%
O=C(Nc1ccc(-c2nnc3n2CCCCC3)cc1)c1ccco1
→ -8.4%	1.6%	0.2	16.3%	-15.0%	2.7	3.5%	-2.8%
CC1CCCN(C(=O)CCNC(=O)Cn2cnc3ccccc3c2=O)C1 (centres undefined)
→ 13.7%	0.4%	-0.7	8.2%	-7.7%	-3.0	16.2%	16.0%
COc1cc(C)c(Cl)cc1S(=O)(=O)NCc1ccccn1
→ 2.7%[57.1 µM]	5.3%	-1.6	3.8%	5.4%	-1.1	-2.2%	9.8%
O=C(CSc1nnc(SCc2ccc(Cl)cc2)s1)N1CCN(C(=O)c2ccco2)CC1
→ 9.8%	11.2%	2.1	15.4%	-8.3%	·	3.8%	9.5%
